TIM10 inh – growth inhibitors of TIM10 yeast strain; 330,000 tested, 1.4% active; AID 463195; inhibition, % at 10 µM; S. cerevisiae TIM10 strain growth, BacTiter-Glo luminescence, 24 h;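 active means inhibition of 40% or more at the single tested concentration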;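 further: wild-type TIM10 isogenic control strain grown at permissive 25 °C; 0% = DMSO yeast wells and 100% = minimal medium wells without yeast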
MPTP inh – blocks calcium-induced mitochondrial swelling | isolated mouse mitochondria, Ca2+ swelling absorbance, 30 min | inhibition, % at 10 µM | 360,000 tested, 1.4% active | AID 602449;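 active means inhibition of 50% or more, scaled per plate between neutral and stimulator controls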;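 further: 0% = DMSO wells given calcium and 100% = 1 mM EGTA wells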
APJ antagonist – blocks the human apelin receptor APJ; P35414; CHO-K1 APJ beta-arrestin complementation, luminescence; inhibition, % at 20 µM; 330,000 tested, 0.32% active;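 active means inhibition above about 40% at 20 µM, limit read from the data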;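 further: cells challenged with 10 nM apelin-13 agonist together with compound; plate controls were apelin-13 plus DMSO wells for no effect and DMSO wells lacking apelin-13 for full effect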
Target sequence (P35414 whole entry, looked up): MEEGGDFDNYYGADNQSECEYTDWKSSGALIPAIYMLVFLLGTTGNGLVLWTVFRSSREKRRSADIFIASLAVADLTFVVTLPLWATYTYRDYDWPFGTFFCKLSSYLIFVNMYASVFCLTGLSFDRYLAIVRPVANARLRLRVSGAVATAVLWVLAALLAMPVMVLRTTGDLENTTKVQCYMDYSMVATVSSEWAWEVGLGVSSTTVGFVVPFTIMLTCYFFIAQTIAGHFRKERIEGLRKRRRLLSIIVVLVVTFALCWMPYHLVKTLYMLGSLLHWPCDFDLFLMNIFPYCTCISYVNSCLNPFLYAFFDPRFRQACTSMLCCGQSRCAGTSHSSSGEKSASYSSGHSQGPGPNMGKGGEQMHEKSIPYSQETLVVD
MIN6 prolif – inducers of beta-cell replication in MIN6 cells | AID 2380 | MIN6 cells proliferation, ATPlite luminescence, 48 h; cells starved in 0.2% serum; 100% = growth in 10% serum | proliferation, % at 10 µM | 330,000 tested, 0.29% active;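 active means compounds whose signal lies at least 3.5 SD above the mean of all wells on their plate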;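 further: 0% = DMSO-treated cells in low-serum medium and 100% = 10% serum control; some compounds called inactive have numbers as strong as hits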
tim10-1 inh – growth inhibitors of tim10-1 mutant yeast; S. cerevisiae tim10-1 ts strain growth, BacTiter-Glo, 24 h; inhibition, % at 20 µM; 330,000 tested, 2.2% active;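 active means inhibition of at least 40%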;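 further: mutant grown at 25 °C; 0% = DMSO wells with yeast and 100% = wells holding no yeast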
tim23-1 inh – tim23-1 yeast growth inhibition | S. cerevisiae tim23-1 growth, BacTiter-Glo luminescence, 24 h | inhibition, % at 20 µM | 330,000 tested, 1.3% active | AID 463212;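 active means growth inhibition of the mutant yeast at or above 50%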;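 further: temperature-sensitive mutant grown at 25 °C; plate controls were DMSO-treated mutant yeast for no effect and medium wells lacking yeast for full effect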
NR3A LBD binder – modulators (binders) of human NR3A ligand-binding domain; NR3A LBD differential scanning fluorimetry, Tm shift; 0% = protein alone, 100% = glycine-bound protein; Tm shift relative to glycine control, % at 25 µM; 340,000 tested, 2.5% active; AID 1259313;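 active means melting temperature shift of at least 10% of the positive control shift, at one fixed dose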
APJ agonist – agonists of human APJ apelin receptor; 330,000 tested, 0.11% active; activation, % at 20 µM; P35414; AID 2520; CHO-K1 APJ PathHunter beta-arrestin, luminescence; 0% DMSO wells, 100% apelin;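 active means activation more than six SD over the plate average, tested at 20 µM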;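 further: 0% = DMSO alone and 100% = apelin-13 at 10 nM; some results filed as inactive read as strong as hits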
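Test system: CHO-K1 APJ beta-arrestin complementation cell line | Compound: Single test compound dose, 20 µM final, 1% DMSO | Incubation: Compound 90 min 25 °C, reagent 1 h | Measured by: beta-gal luminescence | Read-out basis: APJ–arrestin association signal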
NALP3 yeast inh – inhibitors of NALP3 inflammasome in yeast. 330,000 tested, 0.39% active. inhibition, % at 10 µM. Yeast reconstituted NLRP3/ASC/caspase-1, beta-gal luminescence, 24 h. AID 2825;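 active means inhibition of 50% or more; inactive means inhibition below 50%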;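 further: plate controls were induced DMSO wells for no effect and uninduced yeast grown without galactose for full effect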
Numbers without * were called inactive. Not a hit list. About 7.2% of those tested had a hit in this group.

For COC(=O)CSc1nc(NC(C)(C)C)nc(N(C)C)n1 the results were TIM10 inh 7, MPTP inh 0.1, APJ antagonist 7, MIN6 prolif 2, tim10-1 inh 33, tim23-1 inh 19, NR3A LBD binder 0, APJ agonist -1 and NALP3 yeast inh 19.
COc1ccc(OCC(=O)N2CCC(Cc3ccccc3)CC2)cc1 was read as TIM10 inh 0, MPTP inh -0.5, APJ antagonist 11, MIN6 prolif -1, tim10-1 inh 16, tim23-1 inh 22, NR3A LBD binder -1, APJ agonist -2 and NALP3 yeast inh 13.
CCCCn1c2c(c(=O)n(C)c1=O)C(CC(=O)OCC(=O)Nc1cccc(C(F)(F)F)c1)C(=O)N2 (centres undefined) was read as TIM10 inh 1, MPTP inh 0.5, APJ antagonist 6, MIN6 prolif 0, tim10-1 inh -3, tim23-1 inh 8, NR3A LBD binder -23, APJ agonist 0 and NALP3 yeast inh 11.
COc1ccc(C)cc1NC(=O)CN1CCN(c2ccc(F)cc2)CC1 was read as TIM10 inh 9, MPTP inh -6.0, APJ antagonist -7, MIN6 prolif -2, tim10-1 inh 37, tim23-1 inh 25, NR3A LBD binder 2, APJ agonist -2 and NALP3 yeast inh 2.
CC1=C(C(=O)OCc2ccccc2)C(c2ccco2)C2=C(CC(C)(C)CC2=O)N1 (centres undefined) was read as TIM10 inh -4, MPTP inh -1.2, APJ antagonist 22, MIN6 prolif 1, tim10-1 inh -4, tim23-1 inh 17, NR3A LBD binder -1, APJ agonist -2 and NALP3 yeast inh 11.
`COc1c(Br)cc(Br)cc1/C=N/NC(=O)c1cccnc1` gave TIM10 inh 1, MPTP inh 0.3, APJ antagonist 6, MIN6 prolif -3, tim10-1 inh 34, tim23-1 inh 41, NR3A LBD binder -4, APJ agonist -1 and NALP3 yeast inh 3.
COC(=O)Cc1[nH]nc2c1C(c1cccc(OC)c1OC)C(C#N)=C(N)O2 (centres undefined) was read as TIM10 inh -4, MPTP inh -1.0, APJ antagonist 8, MIN6 prolif 2, tim10-1 inh 22, tim23-1 inh -3, NR3A LBD binder -2, APJ agonist -3 and NALP3 yeast inh 1.
`CCN(CCNC(=O)c1cccc(N2CCCC2=O)c1)c1ccccc1` gave TIM10 inh 5, MPTP inh -2.3, APJ antagonist 1, MIN6 prolif -2, tim10-1 inh 10, tim23-1 inh 1, NR3A LBD binder 1, APJ agonist -4 and NALP3 yeast inh 15.
COc1ccccc1C(=O)NC(=S)Nc1ccc(N2CCCC2)cc1 was read as TIM10 inh 0, MPTP inh 1.3, APJ antagonist -2, MIN6 prolif -3, tim10-1 inh 10, tim23-1 inh 18, NR3A LBD binder -4, APJ agonist -3 and NALP3 yeast inh 6.
Cc1cc(C(F)(F)F)cc(NNC(=O)NC(=O)c2c(F)cccc2Cl)n1 was read as TIM10 inh 12, MPTP inh 0.5, APJ antagonist -15, MIN6 prolif -4, tim10-1 inh 14, tim23-1 inh 22, NR3A LBD binder -2, APJ agonist -1 and NALP3 yeast inh -11.
CCCC(c1nnnn1Cc1ccc2c(c1)OCO2)N1CCC(C(N)=O)CC1 (centres undefined) was read as TIM10 inh 4, MPTP inh -3.0, APJ antagonist -6, MIN6 prolif 2, tim10-1 inh 6, tim23-1 inh 10, NR3A LBD binder 0, APJ agonist 2 and NALP3 yeast inh 7.
`CCCCn1c(N)c(N(CC)C(=O)c2ccco2)c(=O)[nH]c1=O` gave TIM10 inh 5, MPTP inh 0.2, APJ antagonist -5, MIN6 prolif -1, tim10-1 inh 0, tim23-1 inh 6, NR3A LBD binder 4, APJ agonist -3 and NALP3 yeast inh 24.
`Cc1ccc(OCC(=O)NCCC2=CCCCC2)cc1` gave TIM10 inh 22, MPTP inh 0.8, APJ antagonist 7, MIN6 prolif 0, tim10-1 inh 17, tim23-1 inh 21, NR3A LBD binder 1, APJ agonist -3 and NALP3 yeast inh 18.
`COc1cccc(N(CC(=O)NC(C)(C)C)C(=O)C2CSC(=O)C2)c1` (centres undefined) gave TIM10 inh -3, MPTP inh 1.6, APJ antagonist 11, MIN6 prolif 0, tim10-1 inh 7, tim23-1 inh -10, NR3A LBD binder -1, APJ agonist -3 and NALP3 yeast inh 14.
`Cc1cccc(Nc2ncnc3c2cnn3C)c1` gave TIM10 inh 1, MPTP inh 0.3, APJ antagonist -16, MIN6 prolif -2, tim10-1 inh 16, tim23-1 inh 12, NR3A LBD binder -2, APJ agonist 0 and NALP3 yeast inh 12.
CC(C)N1CC2=C(C1=O)C(c1ccc(O)cc1)NC(=O)N2C (centres undefined) was read as TIM10 inh 11, MPTP inh -1.1, APJ antagonist -4, MIN6 prolif -3, tim10-1 inh -7, tim23-1 inh -10, NR3A LBD binder 1, APJ agonist 1 and NALP3 yeast inh -8.
`Cc1ccc(S(=O)(=O)c2c(C)cc(C)nc2N2CCCC2)cc1` gave TIM10 inh 5, MPTP inh -2.4, APJ antagonist 10, MIN6 prolif 4, tim10-1 inh -5, tim23-1 inh 35, NR3A LBD binder -2, APJ agonist -2 and NALP3 yeast inh 9.
CC1(C)CC(=O)/C(=C(/O)Cc2ccccc2)C(=NCCc2ccccc2)C1 was read as TIM10 inh 35, MPTP inh 0.6, APJ antagonist 13, MIN6 prolif -1, tim10-1 inh 39, tim23-1 inh 33, NR3A LBD binder -2, APJ agonist -2 and NALP3 yeast inh 10.
COc1ccc(-c2cc3nc(C)c(CCC(=O)N4CCN(c5ccccn5)CC4)c(C)n3n2)c(OC)c1 was read as TIM10 inh 18, MPTP inh 4.2, APJ antagonist 9, MIN6 prolif -1, tim10-1 inh 39, tim23-1 inh 13, NR3A LBD binder -1, APJ agonist 1 and NALP3 yeast inh 13.
Screening CCC(Sc1nc2ccncc2[nH]1)C(=O)Nc1ccc(C)c(Cl)c1 (centres undefined) returned TIM10 inh 2, MPTP inh 0.7, APJ antagonist -52, MIN6 prolif -4, tim10-1 inh -6, tim23-1 inh 5, NR3A LBD binder -6, APJ agonist 0 and NALP3 yeast inh 11.
Screening O=C(COC(=O)CCCN=C1NS(=O)(=O)c2ccccc21)NNC(=O)c1ccccc1 returned TIM10 inh 9, MPTP inh -1.2, APJ antagonist -59, MIN6 prolif 2, tim10-1 inh 2, tim23-1 inh 4, NR3A LBD binder -1, APJ agonist 7 and NALP3 yeast inh 10.
For Cc1n(CC(O)COC2CCCCC2)c2ccccc2[n+]1C (centres undefined) the results were TIM10 inh 8, MPTP inh -5.9, APJ antagonist -3, MIN6 prolif 2, tim10-1 inh 2, tim23-1 inh 13, NR3A LBD binder -2, APJ agonist 0 and NALP3 yeast inh 2.
Cn1c(=O)cc(OCC(=O)NC2CCCCC2)c2ccccc21 was read as TIM10 inh -3, MPTP inh -1.8, APJ antagonist 12, MIN6 prolif -3, tim10-1 inh 23, tim23-1 inh -2, NR3A LBD binder 2, APJ agonist -3 and NALP3 yeast inh 4.
`COc1cccc(/C=C/C(=O)OCC(=O)Nc2ccc(Cl)c(S(=O)(=O)N(C)C)c2)c1OC` gave TIM10 inh -12, MPTP inh -1.2, APJ antagonist -6, MIN6 prolif 0, tim10-1 inh 1, tim23-1 inh 24, NR3A LBD binder -7, APJ agonist -2 and NALP3 yeast inh 22.
CC1(c2ccccc2)NC(=O)N(CC(=O)NC(=O)NC2CCCC2)C1=O (centres undefined) was read as TIM10 inh -5, MPTP inh -0.7, APJ antagonist -4, MIN6 prolif -2, tim10-1 inh 7, tim23-1 inh 1, NR3A LBD binder -3, APJ agonist -1 and NALP3 yeast inh 7.
For O=C(COc1ccc(Cl)cc1)Nc1ccc2oc(=O)ccc2c1 the results were TIM10 inh 11, MPTP inh 0.7, APJ antagonist 16, MIN6 prolif -1, tim10-1 inh -18, tim23-1 inh 6, NR3A LBD binder -17, APJ agonist -5 and NALP3 yeast inh 6.
CC(=O)Nc1nc(C)c(-c2nc3ccc([N+](=O)[O-])cc3[nH]2)s1 was read as TIM10 inh -4, MPTP inh -0.1, APJ antagonist 31, MIN6 prolif -2, tim10-1 inh 5, tim23-1 inh 5, NR3A LBD binder 3, APJ agonist -5 and NALP3 yeast inh -6.
`CC(C)C(=O)Nc1cccc(NC(=S)NC(=O)c2cccs2)c1` gave TIM10 inh 4, MPTP inh 1.1, APJ antagonist 2, MIN6 prolif -1, tim10-1 inh 12, tim23-1 inh 10, NR3A LBD binder 0, APJ agonist 4 and NALP3 yeast inh 13.
CCC(Cc1ccccc1)NC(=O)CN1C(=O)CSc2ncccc21 (centres undefined) was read as TIM10 inh 9, MPTP inh -0.8, APJ antagonist -2, MIN6 prolif -2, tim10-1 inh -10, tim23-1 inh 1, NR3A LBD binder -2, APJ agonist -4 and NALP3 yeast inh -4.
Screening CC(C)OCCCNC(=O)c1cn(C)c2ccc(S(=O)(=O)N3CCCC3)cc2c1=O returned TIM10 inh -10, MPTP inh 1.9, APJ antagonist 6, MIN6 prolif -1, tim10-1 inh -2, tim23-1 inh -13, NR3A LBD binder -5, APJ agonist 1 and NALP3 yeast inh 14.
For N#Cc1c(N2C(=O)Nc3ccccc3N2O)sc2c1CCCC2 the results were TIM10 inh 5, MPTP inh -1.5, APJ antagonist 25, MIN6 prolif 0, tim10-1 inh 1, tim23-1 inh 0, NR3A LBD binder 4, APJ agonist 1 and NALP3 yeast inh 16.
For O=C(c1cccc(S(=O)(=O)N2CCOCC2)c1)N1CCN(c2ccc(F)cc2)CC1 the results were TIM10 inh 10, MPTP inh 2.0, APJ antagonist -3, MIN6 prolif -2, tim10-1 inh 10, tim23-1 inh 11, NR3A LBD binder -5, APJ agonist -3 and NALP3 yeast inh 11.
CSc1nc(NCc2ccco2)c2ccccc2n1 was read as TIM10 inh 40*, MPTP inh -0.4, APJ antagonist 25, MIN6 prolif -4, tim10-1 inh 38, tim23-1 inh 16, NR3A LBD binder 1, APJ agonist 4 and NALP3 yeast inh 8.

Five structures already listed, sorted by molecular weight, rising:
CC(=O)Nc1nc(C)c(-c2nc3ccc([N+](=O)[O-])cc3[nH]2)s1 was read as TIM10 inh -4, MPTP inh -0.1, APJ antagonist 31, MIN6 prolif -2, tim10-1 inh 5, tim23-1 inh 5, NR3A LBD binder 3, APJ agonist -5 and NALP3 yeast inh -6.
For N#Cc1c(N2C(=O)Nc3ccccc3N2O)sc2c1CCCC2 the results were TIM10 inh 5, MPTP inh -1.5, APJ antagonist 25, MIN6 prolif 0, tim10-1 inh 1, tim23-1 inh 0, NR3A LBD binder 4, APJ agonist 1 and NALP3 yeast inh 16.
CCC(Cc1ccccc1)NC(=O)CN1C(=O)CSc2ncccc21 (centres undefined) was read as TIM10 inh 9, MPTP inh -0.8, APJ antagonist -2, MIN6 prolif -2, tim10-1 inh -10, tim23-1 inh 1, NR3A LBD binder -2, APJ agonist -4 and NALP3 yeast inh -4.
CC1(c2ccccc2)NC(=O)N(CC(=O)NC(=O)NC2CCCC2)C1=O (centres undefined) was read as TIM10 inh -5, MPTP inh -0.7, APJ antagonist -4, MIN6 prolif -2, tim10-1 inh 7, tim23-1 inh 1, NR3A LBD binder -3, APJ agonist -1 and NALP3 yeast inh 7.
For O=C(c1cccc(S(=O)(=O)N2CCOCC2)c1)N1CCN(c2ccc(F)cc2)CC1 the results were TIM10 inh 10, MPTP inh 2.0, APJ antagonist -3, MIN6 prolif -2, tim10-1 inh 10, tim23-1 inh 11, NR3A LBD binder -5, APJ agonist -3 and NALP3 yeast inh 11.
